Pf gamet viab = inhibitors of late stage P. falciparum gametocyte viability | AID 743093 | inhibition, % at 10.9 µM | actives 0.065% (n = 150,000) | P. falciparum stage V gametocytes, ATP luminescence, 24 h;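 active = inhibition above the mean plus 3 SD of compounds within the control limits, set per campaign, cut at about 38% in these data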;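 also: 0% = DMSO wells and 100% = medium only without gametocytes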
Rac1 mut GTP = human Rac1 activated mutant GTP binding change; P63000; GST-Rac1 activated beads, fluorescent GTP binding, flow cytometry; actives lie on both sides; 100% means binding = to untreated wells; percent activity (GTP binding), % at 10 µM; actives 0.11% (n = 190,000); AID 764;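 active = GTP binding at least 20 percentage points away from the 100% baseline, in either direction, so actives lie on both sides; inconclusive = Compound likely fluorescent itself, or too few beads counted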
Rac1 wt GTP bind = alters GTP binding to wildtype human Rac1 | GST-Rac1 beads, fluorescent GTP binding, flow cytometry; actives lie on both sides; 0 = cold GTP competed, 100 = untreated | AID 757 | P63000 | actives 0.27% (n = 190,000) | GTP binding activity (% of control), % at 10 µM;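 active = GTP binding activity at least 20 points away from the 100% control level, either lower or higher; inconclusive = compound flagged as likely green fluorescent, judged across all proteins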
ABCG2 block = blocks JC-1 efflux by human ABCG2 transporter. Q9UNQ0. IgMXP3 cells, flow cytometry. inhibition, % at 6.6 µM. actives 0.1% (n = 190,000). AID 1325;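 active = inhibition above 80%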;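 also: 0% = DMSO and 100% = nicardipine control wells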
Target sequence (Q9UNQ0 whole entry, looked up): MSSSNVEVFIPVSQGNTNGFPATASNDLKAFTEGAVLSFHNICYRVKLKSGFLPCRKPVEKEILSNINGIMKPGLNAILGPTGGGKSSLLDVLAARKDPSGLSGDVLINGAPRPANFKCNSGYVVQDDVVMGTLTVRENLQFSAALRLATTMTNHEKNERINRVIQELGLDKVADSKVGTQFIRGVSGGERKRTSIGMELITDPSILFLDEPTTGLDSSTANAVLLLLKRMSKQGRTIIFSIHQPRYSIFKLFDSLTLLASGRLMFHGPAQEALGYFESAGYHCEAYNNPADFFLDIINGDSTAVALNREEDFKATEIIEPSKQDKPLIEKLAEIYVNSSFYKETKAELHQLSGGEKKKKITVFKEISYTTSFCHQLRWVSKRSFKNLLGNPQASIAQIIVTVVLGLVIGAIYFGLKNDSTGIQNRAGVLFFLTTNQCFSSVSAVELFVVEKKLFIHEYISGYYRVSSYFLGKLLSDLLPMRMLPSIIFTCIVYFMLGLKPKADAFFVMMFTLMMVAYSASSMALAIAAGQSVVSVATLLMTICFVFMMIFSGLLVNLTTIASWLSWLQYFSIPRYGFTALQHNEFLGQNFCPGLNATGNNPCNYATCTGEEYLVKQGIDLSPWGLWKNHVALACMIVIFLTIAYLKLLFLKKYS
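test system = two drug-resistant human cell lines, ABCG2 and ABCB1 | amount = 3 million cells/mL final, two lines in 1:1 ratio | reagent = JC-1 transporter substrate | doses = one concentration, 6.6 µM final | incubation = 10 min at 25 °C | signal = flow cytometric JC-1 green MFI at 530 nm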
ABCB1 inh = inhibitors of human ABCB1 transporter, ABCG2 counter-screen | P08183 | CCRF-Adr cells, JC-1 efflux, flow cytometry | inhibition, % at 6.6 µM | actives 0.067% (n = 190,000) | AID 1326; in the data active = inhibition above about 40%;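 also: 0% = vehicle and 100% = reference inhibitor; higher value means more JC-1 retained so stronger ABCB1 efflux block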
Cdc42 wt = human Cdc42 wildtype GTP binding change, either direction; actives 0.2% (n = 190,000); AID 761; GST-Cdc42 beads, Bodipy-GTP binding, flow cytometry; actives lie on both sides; percent activity (GTP binding), % at 10 µM; P60953;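 active = percent activity GTP binding at least 20 points away from the 100% baseline, either down as inhibitor or up as activator; inconclusive = compound flagged as likely green fluorescent from well-wide comparison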;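 also: median bead fluorescence of bound Bodipy-FL-GTP at 100 nM; 0% = excess unlabeled GTP control and 100% = no compound control; below 100% means less GTP binding so inhibitor and above means activator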
Target sequence (P60953 whole entry, looked up): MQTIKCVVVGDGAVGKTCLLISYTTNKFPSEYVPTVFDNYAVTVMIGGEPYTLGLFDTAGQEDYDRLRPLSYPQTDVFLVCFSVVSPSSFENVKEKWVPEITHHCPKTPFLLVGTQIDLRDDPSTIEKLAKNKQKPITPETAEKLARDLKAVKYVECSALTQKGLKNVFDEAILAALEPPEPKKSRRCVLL
Avidin fluor = avidin bead compound fluorescence profile; Avidin beads, compound fluorescence 488/530 nm, flow cytometry; hits give high values; fluorescence (KMESF) at 10 µM; actives 0.38% (n = 220,000); in the data active = fluorescence above about 47; also: inactives centre near 10
HRas wt GTP bind = changes GTP binding to wildtype human HRas | P01112 | GST-Ras wt beads, Bodipy-FL-GTP binding, flow cytometry; actives lie on both sides | GTP binding activity, % at 10 µM | actives 0.14% (n = 190,000) | AID 759;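 active = GTP binding activity at least 20% away from the 100% baseline, either lowered as inhibitor or raised as activator; inconclusive = flagged as likely green fluorescent, judged across all proteins in the well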;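 also: 0% = unlabeled GTP competition control and 100% = no-compound control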
Target sequence (P01112 whole entry, looked up): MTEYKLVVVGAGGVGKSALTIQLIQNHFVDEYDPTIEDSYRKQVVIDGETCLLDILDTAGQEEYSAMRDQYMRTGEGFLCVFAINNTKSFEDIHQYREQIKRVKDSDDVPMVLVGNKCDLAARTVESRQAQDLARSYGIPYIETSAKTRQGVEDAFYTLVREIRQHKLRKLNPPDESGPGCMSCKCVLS
Rab2A wt mod = changes GTP binding to wildtype dog Rab2A, up or down; AID 760; actives 0.19% (n = 190,000); GST-Rab2 wt beads, Bodipy-GTP binding, flow cytometry; GTP binding activity, % at 10 µM; P61105;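 active = GTP binding activity at least 20 points away from 100%, either lowered or raised; inconclusive = signal likely due to the compound's own green fluorescence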;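 also: 0% = beads with excess unlabeled GTP and 100% = no-compound control corrected for plate trend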
GSH bead fluor = GSH bead compound fluorescence profile; GSH beads flow cytometry, compound fluorescence 488/530 nm; hits give high values; fluorescence (KMESF) at 10 µM; actives 0.25% (n = 190,000); in the data active = fluorescence above about 89;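 also: glutathione beads carrying GST-tagged Bcl family fusion proteins plus one bare bead set; values are compound well signal with DMSO vehicle wells as background; inactives centre near 16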
Rab7 wt GTP bind = modulators of GTP binding to dog Rab7 wildtype GTPase | actives 0.055% (n = 190,000) | AID 758 | GST-Rab7 beads, fluorescent GTP binding, flow cytometry; actives lie on both sides; untreated = 100%, excess cold GTP = 0% | GTP binding activity (percent of control), % at 10 µM;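 active = fluorescent GTP binding to Rab7 beads changed by at least 20 points from the 100% baseline, either direction, mostly lower; inconclusive = compound itself probably fluorescent, or too few beads counted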;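 also: median green fluorescence of bound Bodipy-FL-GTP per Rab7 bead population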
The depositor's hits bear a star; ? = inconclusive; / = no result given. Rows are unselected; 1.1% or so of the library scored in one or more.

SMILES	Pf gamet viab	Rac1 mut GTP	Rac1 wt GTP bind	ABCG2 block	ABCB1 inh	Cdc42 wt	Avidin fluor	HRas wt GTP bind	Rab2A wt mod	GSH bead fluor	Rab7 wt GTP bind
CC(=O)c1cnn(-c2ccccc2)c1C	6	97	95	-1	0.0	94	23	96	97	10	99
COCCNC(=O)C/C(C)=N/NC(=O)C(=O)NC1CCCCC1	1	100	102	3	0.2	98	12	98	96	13	94
Cc1cc(C)nc(SCC(=O)Nc2ncc3c(n2)CC(C)(C)CC3=O)n1	6	100	101	8	1.3	102	13	101	101	10	99
Cn1c(=O)oc2cc(S(=O)(=O)NCc3ccncc3)ccc21	/	96	97	2	2.4	97	13	95	94	10	93
CCOc1ccc(C(=O)NCC2OCCc3ccccc32)cc1 (stereo not given)	/	97	101	5	0.9	97	14	97	94	21	97
COc1cc(C(=O)Nc2ccc([N+](=O)[O-])cn2)cc(OC)c1OC	14	101	107	8	0.8	105	15	102	101	7	102
Cc1ccc(Sc2c(C)nn(C(=O)C3CC3)c2C)cc1	/	79*	78*	0	0.1	82	8	84	81	19	90
CC(C)OCCCNCc1cccs1	/	92	92	6	0.6	94	27	93	94	14	95
CC(C)NS(=O)(=O)c1ccc(CCC(=O)N2CCCC2)cc1	-1	95	99	1	0.2	97	13	95	97	31	96
CC(C)(C)NCC1(CO)SC(N)=NC1=O (stereo not given)	/	96	98	3	0.7	97	29	99	97	7	102
O=S1(=O)CC2N=C(N(Cc3c(F)cccc3Cl)c3ccccc3F)SC2C1 (stereo not given)	-10	101	102	-1	0.1	101	-2	100	97	20	102
CCN(CC)CCCNC(=O)C1c2cc(OC)c(OC)cc2C(=O)N(C)C1c1cccnc1 (stereo not given)	-3	97	104	-1	0.1	104	9	103	102	14	106
O=C(c1cnc(N2CCN(c3ccccn3)CC2)c2ccccc12)N1CCN(c2cccc(Cl)c2)CC1	5	93	95	1	0.8	96	6	97	97	10	105
COc1cc2c(cc1NC(=O)c1cccc(Br)c1)CCCC2	/	97	103	1	0.2	105	15	103	104	11	105
Cc1cc(C)c(Cn2c(=O)n(CCCC(=O)NCc3ccco3)c(=O)c3sccc32)c(C)c1	/	99	100	5	1.8	98	6	103	100	36	102
COc1cc(/C=C/c2[nH]c(=O)[nH]c(=O)c2[N+](=O)[O-])ccc1OCCC(C)C	-10	91	91	-1	-0.7	83	15	85	86	11	96
CCN(CC)S(=O)(=O)c1ccc(C(=O)Nc2ccc(Cc3ccncc3)cc2)cc1	7	98	103	7	0.3	104	15	98	100	13	96
C#CC[N+](C)(C)CCCCCCCCCC	/	100	102	-4	-0.7	98	9	100	100	14	98
CCCCc1nnc(NC(=O)C(C)Sc2nc(C)cc(=O)[nH]2)s1 (stereo not given)	/	96	98	4	0.6	99	10	98	98	9	98
CCOCCCNS(=O)(=O)c1ccc(NC(=O)c2ccc(OC)c([N+](=O)[O-])c2)cc1	/	96	104	12	0.1	100	11	98	100	18	104
CCOC(=O)C1=C(C)NC(=O)NC1c1cn(-c2ccccc2)nc1-c1cccs1 (stereo not given)	/	96	99	4	0.3	97	4	98	97	24	98
CC1(C)CC(=O)c2cc(OCC(=O)NCC3CCCO3)ccc2O1 (stereo not given)	-1	101	104	1	0.2	108	17	106	107	21	105
COCCNC(=O)c1cnn2c(C(F)F)cc(-c3ccc(C)cc3)nc12	10	90	83	6	0.7	83	11	86	84	16	99
O=C(CSc1ccccn1)Nc1ccc2ccccc2c1	/	95	95	2	-0.2	93	11	94	93	11	93
CC(C)(C)C(=O)NC(=S)NCc1ccccc1	-4	?	?	3	0.7	?	7	?	?	10	?
O=C(OCC(=O)N1CCN(C(=O)c2ccco2)CC1)c1cc(=O)c2ccccc2o1	-11	?	?	3	0.4	?	5	?	?	24	?
CN(C)C(CNS(=O)(=O)c1ccc(Br)cc1)c1cccnc1 (stereo not given)	11	101	107	-1	0.0	106	32	103	105	10	101
COc1ccc(C(=O)CSc2n[nH]c(=O)[nH]c2=O)cc1	/	94	98	11	1.6	93	12	96	95	14	102
Cc1ccc(C2=CSC3=NS(=O)(=O)CCN23)cc1C	/	96	97	0	0.1	99	41	100	96	12	101
CCCOc1ccc(-c2csc(N)n2)cc1[N+](=O)[O-]	-24	96	99	42	0.6	104	8	99	100	11	100

Complete entries as entered above. Order of values: Pf gamet viab | Rac1 mut GTP | Rac1 wt GTP bind | ABCG2 block | ABCB1 inh | Cdc42 wt | Avidin fluor | HRas wt GTP bind | Rab2A wt mod | GSH bead fluor | Rab7 wt GTP bind
Entry for CCCOc1ccc(-c2csc(N)n2)cc1[N+](=O)[O-] → -24 | 96 | 99 | 42 | 0.6 | 104 | 8 | 99 | 100 | 11 | 100
Entry for CN(C)C(CNS(=O)(=O)c1ccc(Br)cc1)c1cccnc1 (stereo not given) → 11 | 101 | 107 | -1 | 0.0 | 106 | 32 | 103 | 105 | 10 | 101
Entry for COc1ccc(C(=O)CSc2n[nH]c(=O)[nH]c2=O)cc1 → / | 94 | 98 | 11 | 1.6 | 93 | 12 | 96 | 95 | 14 | 102

Next part
SMILES	Pf gamet viab	Rac1 mut GTP	Rac1 wt GTP bind	ABCG2 block	ABCB1 inh	Cdc42 wt	Avidin fluor	HRas wt GTP bind	Rab2A wt mod	GSH bead fluor	Rab7 wt GTP bind
Cc1ccc(Cl)c(OCC(=O)NCc2ccco2)c1	/	97	102	4	0.7	102	10	103	100	16	99
COc1ccc(N2C(=O)C(CC(N)=O)N(NC(=O)CCc3ccccc3)C2=O)cc1 (stereo not given)	21	98	99	0	-0.2	100	10	98	100	21	101
COc1ccc(NC(=O)CN2C(=O)C(C)SC(C)C2=O)c(OC)c1 (stereo not given)	10	100	102	1	0.2	103	15	98	101	13	101
O=C(CCCC(=O)n1cnc2ccccc21)n1cnc2ccccc21	/	98	106	2	0.6	101	8	100	99	49	99
O=C1Cc2ccccc2C(=O)N1Cc1ccccc1	-2	96	102	-1	-0.1	98	10	99	98	10	102
Cc1cccc(Cn2nc(C)cc2NC(=O)CCCn2ccc([N+](=O)[O-])n2)c1	6	96	100	16	1.2	101	5	98	97	10	97
COc1ccc(OC)c(-n2nnnc2SCC(=O)NCc2ccc3c(c2)OCO3)c1	/	95	98	3	0.3	97	20	96	97	27	99
CCCC(=O)Nc1nnc(SCC)s1	/	101	106	4	0.3	103	13	99	100	3	96
COc1ccc(C(O)Cn2c(=N)n(CCCN(C)C)c3ccccc32)cc1 (stereo not given)	/	99	105	9	1.3	102	13	101	102	30	102
CC1=NN(c2ccccc2)C(=O)/C1=C\C=C1/N(C)c2ccccc2C1(C)C	-10	98	103	-4	-0.2	102	10	100	99	10	101
COc1ccc(CCNC(=O)c2cnc3ccccn3c2=O)cc1	/	100	104	16	0.9	100	7	98	99	16	98
COc1cccc(CNC(=O)CN2C(=O)CSc3ccc(S(=O)(=O)N4CCCC4)cc32)c1	-22	98	102	2	1.3	96	6	96	96	14	95
Cc1ccc(C(=O)COC(=O)CNC(=O)c2ccco2)cc1	4	99	102	2	0.5	100	12	101	102	7	97
Cc1ccccc1SCCNC(=O)c1ccccc1Br	-3	95	96	11	3.2	94	9	95	97	15	96
O=C(Nc1ccc(S(=O)(=O)N2CCCC2)cc1)c1cccs1	21	94	98	4	0.5	96	10	101	97	21	103
S=c1[nH]nc(-c2ccco2)n1/N=C/c1ccc(Cl)c(Cl)c1	16	93	97	-9	-0.9	95	19	95	97	14	95
CCOC(=O)c1c(NC(=O)CC(C)C)sc(C(C)=O)c1C	8	100	102	22	0.7	99	7	99	100	32	99
Cc1cc(C)c2c3c(sc2n1)C(=O)N(C)CC(=O)N3	1	98	100	19	1.1	100	13	98	101	28	102
Cc1cc(C)cc(-n2c(C)cc(/C=N/NC(=O)CN(c3c(C)cccc3C)S(C)(=O)=O)c2C)c1	-17	100	104	2	0.9	102	16	104	103	23	102
CCCOc1ccc(NC(=O)C2CCCNC2=O)cc1 (stereo not given)	/	98	102	12	3.9	98	10	98	101	15	103
Cc1cc(C)nc(NC2=NCC(=O)N2c2ccc3c(c2)OCCO3)n1	/	98	100	3	0.7	101	12	100	99	15	102
COc1ccc(/C=C(\C#N)C(=O)N2CCOCC2)cc1Br	/	97	99	2	0.2	98	9	98	95	9	95
O=C(COc1ccccc1/C=C1\SC(=O)NC1=O)Nc1ccccc1	-17	90	99	8	1.1	88	17	96	91	11	102
Cc1cc(NC(=O)CN(C)C)c([N+](=O)[O-])cc1C	15	95	98	3	-0.1	94	10	97	95	17	95
O=C(NNc1nc2ccccc2s1)c1ccc(F)cc1	-19	98	101	-6	-1.0	98	8	98	98	8	98
CNC(=O)c1sc(Nc2cc(C)ccc2C)nc1C	-1	97	100	7	0.6	95	12	95	95	11	94
CN(C)S(=O)(=O)c1cccc(C(=O)NC(=S)N(CCC#N)Cc2cccnc2)c1	12	94	98	-1	-0.6	96	4	100	99	10	109
COCCn1c(SCc2nc3cc(OC)c(OC)cc3c(=O)[nH]2)nnc1-c1ccncc1	/	98	100	-7	-1.6	102	13	99	102	35	102
ONC(=Nc1ccc(Cl)cc1)c1ccccc1	8	96	98	1	0.2	99	40	99	98	13	97
CCn1cc(C(=O)NCc2ccco2)c(=O)c2cc(S(=O)(=O)N3CCCCCC3)ccc21	3	?	?	1	1.1	?	5	?	?	54	?
COc1cccc(/C=N/NC(=O)c2cc3c(OC)cccc3[nH]2)c1OC	-2	96	99	2	0.4	96	11	96	95	19	99
CCn1cc(/C=N\NC(=O)Cc2ccc([N+](=O)[O-])cc2)c(C)n1	/	99	104	35	1.1	102	3	100	99	11	98
CCOC(=S)SCC(=O)Nc1nccs1	0	90	89	3	-0.1	88	8	92	94	15	95
Cc1c(Cl)c([N+](=O)[O-])nn1CC(=O)N1CCCc2ccccc21	-12	98	106	11	1.4	97	4	102	98	9	103
CCCCCNCC(=O)Nc1cc(C(F)(F)F)ccc1OCCOC	3	96	97	1	0.6	97	10	97	98	23	99
COc1cccc(NCc2ccc([N+](=O)[O-])s2)c1	/	98	103	1	1.7	103	15	99	99	11	103
c1cnc(-c2nnc3n2CCCCC3)cn1	/	99	106	-2	-0.3	98	21	96	97	27	91
O=C1CCCc2oc3ccc(NS(=O)(=O)c4cccc5cccnc45)cc3c21	0	93	92	0	-0.1	93	10	93	96	25	96
O=C1Nc2c(Br)cc(Br)c3cccc1c23	3	91	89	0	-0.1	93	14	96	95	6	100
COc1cc(/C=N/Nc2nc(N3CCCCC3)nc(N3CCCCC3)n2)ccc1OC(=O)c1ccco1	/	96	100	12	-0.2	100	9	100	105	12	110

Screens as filed in PubChem BioAssay.
